SRC2 inh = human SRC2 (NCOA2) inhibition; HEK293 GAL4-SRC2 luciferase reporter, luminescence; inhibition, % at 9 µM; actives 0.17% (n = 370,000);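 active = inhibition above the mean inhibition of all tested compounds plus 3 SD, set per campaign, cut at about 52% in these data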;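 note: 0% = DMSO treated cells and 100% = cells given Gossypol at 36 µM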
SRC3 inh = inhibitors of human steroid receptor coactivator 3 (SRC3) | actives 0.17% (n = 360,000) | HEK293 GAL4-SRC3 luciferase reporter, luminescence | inhibition, % at 3.6 µM;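 active = inhibition above a per-campaign cutoff, the mean of all compounds plus 3 SD, cut at about 60% in these data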;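 note: 0% = DMSO-treated cells and 100% = gossypol-treated cells at 36 µM; higher means less SRC3-driven luciferase light from the GAL4 reporter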
Granule exo inh = lytic granule exocytosis inhibition; TALL-104 LAMP-1 surface exposure, flow cytometry; cells stimulated with thapsigargin and PMA; inhibition, % at 10 µM; actives 0.66% (n = 360,000);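 active = inhibition above about 55%, limit read from the data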
NOD2 RIPK2 PPI = inhibitors of human NOD2-RIPK2 interaction | O43353 | CHO BLA complementation NOD2-RIPK2, CCF4 ratio | inhibition, % at 4.98 µM | actives 0.38% (n = 360,000) | AID 624267; in the data active = inhibition above about 21%;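 note: 0% = vehicle only and 100% = reference blocker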
TWEAK Fn14 block = blocks TWEAK-Fn14 interaction in a reporter cell assay; TWEAK-stimulated Fn14 reporter cells, luciferase luminescence, 8 h; inhibition, % at 10 µM; actives 2% (n = 360,000); AID 1159606; in the data active = inhibition above about 50%
ABHD5-PLIN5 inh = blocks binding of human ABHD5 to perilipin-5; Q00G26+Q8WTS1; Split G. princeps luciferase complementation, luminescence, 4 h; inhibition, % at 4 µM; actives 0.78% (n = 360,000); AID 602281;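 active = inhibition above the mean inhibition across every tested compound plus 3 SD, cut at about 22% in these data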;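 note: 0% = DMSO only wells and the 100% control is not disclosed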
Target sequence (Q00G26 whole entry, looked up): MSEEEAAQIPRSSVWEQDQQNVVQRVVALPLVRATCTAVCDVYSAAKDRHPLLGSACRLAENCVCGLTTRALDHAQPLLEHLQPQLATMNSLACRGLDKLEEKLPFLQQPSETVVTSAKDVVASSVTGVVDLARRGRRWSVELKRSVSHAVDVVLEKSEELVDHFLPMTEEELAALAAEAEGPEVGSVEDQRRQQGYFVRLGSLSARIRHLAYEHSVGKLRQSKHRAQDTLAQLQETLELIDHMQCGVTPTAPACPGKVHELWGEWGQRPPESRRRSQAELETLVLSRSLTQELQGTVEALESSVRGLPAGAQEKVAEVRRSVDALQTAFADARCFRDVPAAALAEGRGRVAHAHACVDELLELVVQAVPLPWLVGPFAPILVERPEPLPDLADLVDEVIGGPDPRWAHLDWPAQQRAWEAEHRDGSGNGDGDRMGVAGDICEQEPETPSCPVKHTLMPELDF
Target sequence (Q8WTS1 whole entry, looked up): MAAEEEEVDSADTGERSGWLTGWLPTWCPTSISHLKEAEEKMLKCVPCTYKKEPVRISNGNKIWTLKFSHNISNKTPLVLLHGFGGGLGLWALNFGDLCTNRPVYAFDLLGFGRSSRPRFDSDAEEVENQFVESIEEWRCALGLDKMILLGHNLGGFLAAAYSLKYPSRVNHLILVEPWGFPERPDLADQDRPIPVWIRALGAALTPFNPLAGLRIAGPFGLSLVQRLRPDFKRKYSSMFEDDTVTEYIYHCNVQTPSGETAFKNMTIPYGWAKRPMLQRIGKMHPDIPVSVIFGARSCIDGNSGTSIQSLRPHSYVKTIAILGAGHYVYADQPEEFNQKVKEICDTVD
SRC1 inh = inhibits human SRC1 coactivator; Q15788; actives 0.12% (n = 360,000); AID 588354; inhibition, % at 3.6 µM; HEK293 GAL4-SRC1 luciferase reporter, luminescence;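 active = inhibition above the campaign mean plus 3 SD, with each screening campaign given its own cutoff, cut at about 60% in these data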;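 note: 0% = DMSO treated cells and 100% = gossypol at 36 µM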
NR2F2 inh = NR2F2 (human) inhibition, primary screen | P24468 | HEK293T NGFI-A luciferase reporter, luminescence | inhibition, % at 8.6 µM | actives 0.7% (n = 370,000) | AID 686940;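 active = inhibition above a per-plate cutoff, mean inhibition of test wells between control levels plus 3 SD, cut at about 38% in these data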;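 note: cells cotransfected with COUP-TFII expression vector driving the NGFI-A reporter; 0% = median of COUP-TF2 test wells and 100% = reporter-only cells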
LRH-1 inv ag = NR5A2 inverse agonism in reporter assay | O00482 | HEK293T StAR-luciferase reporter, LRH-1 transfected, 24 h | inhibition, % at 3.6 µM | actives 0.13% (n = 360,000);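 active = inhibition above the mean inhibition of all tested compounds plus 3 SD, cut at about 73% in these data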;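 note: 0% = DMSO wells and 100% = reporter-only cells lacking LRH-1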
TROY signal inh = inhibitors of TROY-dependent NF-kB signaling. Q293 LMP1-TROYcd NF-kB luciferase reporter, 4 h. inhibition, % at 10 µM. actives 0.98% (n = 360,000);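 active = compounds whose plate-normalised and pattern-corrected inhibition of the luciferase reporter signal at the single screening dose is 50% or more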
TLR9-MyD88 inh = inhibitors of human TLR9-MyD88 binding | CHO BLA complementation TLR9-MyD88, CCF4 FRET ratio | Q9NR96+Q99836 | inhibition, % at 4.98 µM | actives 0.21% (n = 340,000);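 active = inhibition above the mean over all tested compounds plus 3 SD, cut at about 21% in these data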;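 note: 0% = DMSO only wells and 100% = clavulanate BLA inhibitor control wells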
Active calls of the source: *; · = no result given. An excerpt; rates above refer to the full screens.

Start of the data: the first five compounds as a preview:
SMILES	SRC2 inh	SRC3 inh	Granule exo inh	NOD2 RIPK2 PPI	TWEAK Fn14 block	ABHD5-PLIN5 inh	SRC1 inh	NR2F2 inh	LRH-1 inv ag	TROY signal inh	TLR9-MyD88 inh
COc1ccc(OC)c(C(=O)NC(CC(N)=O)c2ccc(N3CCN(c4ccc(F)cc4)CC3)c([N+](=O)[O-])c2)c1 (stereo unspecified)	-28	6	3	-13	-16	-6	-1	8	20	-29	-10
CC(C)(C)SCCNC(=O)CN(c1ccccc1)S(=O)(=O)c1ccc(F)cc1	0	20	-2	5	-3	-9	-28	9	12	26	-8
CN(C)CCCNCC(=O)Nc1ccccc1N1CCOCC1	1	-14	2	-3	-16	-3	-6	6	14	0	-1
COc1cccc(CC(=O)OCC(=O)NC(=O)c2ccc(OC(F)F)cc2)c1	-2	23	-4	-1	6	-5	-60	9	-4	16	-1
CN(CCc1ccccn1)S(=O)(=O)c1ccccc1F	-2	-13	-3	1	-2	10	16	17	-14	-9	5

The listing, from the first entry:
SMILES	SRC2 inh	SRC3 inh	Granule exo inh	NOD2 RIPK2 PPI	TWEAK Fn14 block	ABHD5-PLIN5 inh	SRC1 inh	NR2F2 inh	LRH-1 inv ag	TROY signal inh	TLR9-MyD88 inh
COc1ccc(OC)c(C(=O)NC(CC(N)=O)c2ccc(N3CCN(c4ccc(F)cc4)CC3)c([N+](=O)[O-])c2)c1 (stereo unspecified)	-28	6	3	-13	-16	-6	-1	8	20	-29	-10
CC(C)(C)SCCNC(=O)CN(c1ccccc1)S(=O)(=O)c1ccc(F)cc1	0	20	-2	5	-3	-9	-28	9	12	26	-8
CN(C)CCCNCC(=O)Nc1ccccc1N1CCOCC1	1	-14	2	-3	-16	-3	-6	6	14	0	-1
COc1cccc(CC(=O)OCC(=O)NC(=O)c2ccc(OC(F)F)cc2)c1	-2	23	-4	-1	6	-5	-60	9	-4	16	-1
CN(CCc1ccccn1)S(=O)(=O)c1ccccc1F	-2	-13	-3	1	-2	10	16	17	-14	-9	5
Cc1ccc(S(=O)(=O)N2CCC(C(=O)OCC(=O)NCc3ccco3)CC2)cc1C	-23	10	2	-10	2	14	11	2	9	1	3
CC(Sc1nnc2c(n1)C1(C)CCC2C1(C)C)C(=O)Nc1ccccc1 (stereo unspecified)	25	11	0	-4	-9	2	4	9	-4	-8	2
NC(N)=NCc1cccc(I)c1	-7	-15	0	-10	-1	-1	-2	-5	6	-1	-8
COc1ccc(C(=O)NC2CC(C)(C)Cc3c2cnn3-c2ccccc2)cc1OC (stereo unspecified)	15	11	0	-3	20	-1	7	25	9	-20	5
COc1ccccc1NC(=O)C(=N\O)/C(C)=N/O	21	8	0	0	-21	5	1	12	-1	-14	10
C=CCn1c(O)c(/C=C2\C=NN=C2c2ccccc2)sc1=S	10	18	-3	3	29	-9	8	-1	-7	14	7
O=C(COC(=O)CNC(=O)c1ccc(Cl)c([N+](=O)[O-])c1)NC(=O)CN1CCCC1=O	4	1	0	-6	0	2	-3	-16	2	8	2
COc1ccc(-c2oc(NC(C)=O)c(C#N)c2-c2ccc(OC)cc2)cc1	-19	-4	3	-1	-11	1	-37	4	5	-23	-2
COc1ccc(C(=O)C(=O)N2CCN(c3ccccc3F)CC2)cc1	1	·	9	-5	·	0	·	-28	-22	·	·
Cc1c(NS(=O)(=O)c2cccc(C(=O)N3CCCC3)c2)c(=O)n(-c2ccccc2)n1C	-9	3	-3	-4	-4	4	2	-1	8	-10	0
O=[N+]([O-])c1cc2c(cc1/C=N/n1c(-c3ccccc3)n[nH]c1=S)OCO2	-36	-9	1	8	-1	-3	2	8	-8	11	4
COc1cccc(NC(=O)CSc2nnc(Cn3cnc([N+](=O)[O-])n3)n2C)c1	14	3	1	3	-6	2	-7	4	23	12	2
COc1ccc(-c2ncc3ccccn23)cc1	-78	-58	-3	2	4	3	-53	-58	0	5	9
O=C(CNC(=O)c1ccco1)N=Nc1c(O)[nH]c2ccc([N+](=O)[O-])cc12	-14	-13	-1	5	1	2	-32	-11	9	-10	0
Cc1cc2nc(N3CCN(C(=O)c4cccs4)CC3)sc2cc1C	-43	-58	1	-2	-4	1	-81	-12	-58	-11	-2
C[C@H](CO)N1C[C@H](C)[C@@H](CN(C)S(=O)(=O)c2ccc(F)cc2)Oc2ccc(NC(=O)c3ccncc3)cc2C1=O	-9	20	-6	-4	-11	0	-2	12	-11	-2	5
